AT treatment: potential ataxia-telangiectasia treatments restoring KAP-1 phosphorylation. […] A-T fibroblasts, KAP-1 phosphorylation AlphaLISA; neocarzinostatin DNA damage 30 min before lysis. Potency, µM (series often up to 57.5 µM), for the others: at the highest dose activation, usual class: activators. 0.19% of 320,000 active. AID 485349; also: potency is read from the fitted curve at half-maximal effect; % of control where 0% means no effect; nearly all actives have a fitted effect of over 45% in size
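hTERT-immortalized A-T patient fibroblasts ([…]), 500 cells/well in OPTI-MEM, 1% FBS, got compounds for 60 min, then NCS for 30 min at 37C. Lysates were then assayed for phospho-KAP-1 by AlphaLISA (anti-pKAP1 donor, anti-KAP1 acceptor beads), 6 hr at 25C.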
ASM inhibitor: inhibitors of human secretory acid sphingomyelinase. placental ASM, HMU-PC fluorogenic substrate, 60 min. P17405. Potency, µM (titrated, usually from 57.5 µM), for the others: top-dose activity change, negative = inhibition, actives largely listed as inhibitors. 0.006% of 340,000 active; also: potency is read from the fitted curve at half-maximal effect
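Fluorogenic HMU-PC substrate (9 uM final) is turned over by placental ASM in 60 min at 37 C after a 10 min compound preincubation. Reaction ended by alkaline stop (pH 10), with fluorescence read at 386/447 nm.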
TCR activator: T cell receptor activation; 330,000 tested, under 10 active; AID 504894; Potency, µM (doses to about 9.22 µM), without a hit: at the highest dose activation of IL-2 secretion, usual class: activators; primary human leukocytes, anti-CD3, IL-2 HTRF, 48 h; also: % of control where 0% means no effect
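Activity was scored as IL-2 release from primary human leukocytes given only a TCR signal (a-CD3 beads) plus compound for 48 hr. Detection used a two-antibody HTRF format read at 665nm.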
TSG101-PTAP inh: blocks PTAP/TSG101 interaction to inhibit HIV-1 budding; 340,000 tested, under 10 active; Q99816; Potency, µM (titrated, usually from 115 µM), inactives show at the top dose activity change, negative = inhibition, most hits filed as inhibitors; Fluorescence polarization, FITC-PTAP peptide / Tsg101 binding; AID 493005; active = well fitted inhibition curve with a large enough effect in the main read-out, with a control signal flat, not every such curve was filed as active; inconclusive = small, poorly fitted or top-dose-only effect, or effect the other way, or a change in a side signal; inactive = no such curve, though single readings can be large or run the other way; also: potency is read from the fitted curve at half-maximal effect; % of control where 0% means no effect
Target sequence (Q99816 whole entry, looked up): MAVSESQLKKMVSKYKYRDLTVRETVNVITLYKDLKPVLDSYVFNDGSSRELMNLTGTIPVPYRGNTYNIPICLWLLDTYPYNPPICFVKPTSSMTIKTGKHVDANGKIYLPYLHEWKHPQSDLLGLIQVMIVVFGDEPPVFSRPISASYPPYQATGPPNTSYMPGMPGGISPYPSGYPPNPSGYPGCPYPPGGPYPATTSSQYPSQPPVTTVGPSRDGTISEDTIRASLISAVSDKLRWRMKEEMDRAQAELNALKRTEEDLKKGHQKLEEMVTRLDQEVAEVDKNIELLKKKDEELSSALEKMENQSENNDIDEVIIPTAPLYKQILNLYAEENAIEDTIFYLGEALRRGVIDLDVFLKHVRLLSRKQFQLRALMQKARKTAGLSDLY
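Fluorescence anisotropy tracks displacement of a FITC-tagged PTAP peptide (50 nM) from the Tsg101 binding domain (10 uM), following a 20 min room-temperature incubation at pH 7.5.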
MLL CXXC-DNA inh: MLL CXXC-DNA interaction inhibition; MLL-CXXC / FITC-HOXA9 DNA fluorescence polarization; Q03164; Potency, µM (top dose mostly 115 µM), for inactives: at the highest dose activity change, negative = inhibition, hits mostly inhibitors; 0.037% of 290,000 active; active = well fitted inhibition curve with a large enough effect in the polarisation, with a control signal flat, not every such curve was filed as active; inconclusive = small, poorly fitted or top-dose-only effect, or effect the other way, or a change in a side signal; inactive = no such curve, though single readings can be large or run the other way; the % refers to the polarisation; also: potency is read from the fitted curve at half-maximal effect
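Steps: dispense CXXC domain solution (7 uM) → pin compounds or unlabeled HOX-A9 DNA control → 5 min ambient → add FLSN-HOX-A9 solution (50 nM) → spin → 30 min ambient → fluorescence polarization. Tris pH 7.5/NaCl/DTT/BSA buffer.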
TSHR antagonist: human thyrotropin receptor antagonism; P16473; TSHR-expressing cells, TSH-stimulated cAMP HTRF, 2 h; hits give low values; activity change, negative = inhibition, % at 11.5 µM; 0.2% of 330,000 active; AID 504810;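 active = activity change below a set negative limit, meaning inhibition stronger than a set level, cut at about -70% in these data; inconclusive = activity change between two set negative limits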; also: % is scaled to controls: 0 for no effect and ±100 for the full control effect
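Antagonism was scored as loss of TSH-driven cAMP in TSHR cells, stimulated with 4nM TSH (EC80) for 2 hours at 37 deg C and detected by homogeneous HTRF competition immunoassay.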
a7 integrin act: integrin-mediated muscular dystrophy alleviation activation; alpha7betagal myoblasts, beta-gal FDG fluorescence, 48 h; Potency, µM (highest dose often 38.3 µM), for the others: at the top dose activation, usual class: activators; 0.064% of 350,000 active; AID 624291;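 also: potency is read from the fitted curve at half-maximal effect; 100% = response of the positive control SU9516; nearly all actives have a fitted effect of over 60% in size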
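Alpha7betagal+/- myoblasts (passage 13) were plated 16-24 hr, then exposed to compounds (1:260 dilution of DMSO stock) for 48 hours at 37C. After MPER lysis, β-galactosidase reporter activity was read as FDG fluorescence (ex 480/em 540) after 30 minutes.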
Menin-MLL TR inh: inhibitors of human menin-MLL interaction, mutant MLL peptide; AID 1768; 0.23% of 270,000 active; O00255; Menin + Texas Red MLL mutant peptide, fluorescence polarization; Potency, µM (series often up to 61.6 µM), without a hit: top-dose FP activity change, negative = inhibition, actives largely listed as inhibitors; active = well fitted inhibition curve with a large enough effect in the polarisation, with a control signal flat, not every such curve was filed as active; inconclusive = small, poorly fitted or top-dose-only effect, or effect the other way, or a change in a side signal; inactive = no such curve, though single readings can be large or run the other way; the % refers to the polarisation; also: potency is read from the fitted curve at half-maximal effect; % of control where 0% means no effect; many of its hits are not listed in these tables
Target sequence (O00255 whole entry, looked up): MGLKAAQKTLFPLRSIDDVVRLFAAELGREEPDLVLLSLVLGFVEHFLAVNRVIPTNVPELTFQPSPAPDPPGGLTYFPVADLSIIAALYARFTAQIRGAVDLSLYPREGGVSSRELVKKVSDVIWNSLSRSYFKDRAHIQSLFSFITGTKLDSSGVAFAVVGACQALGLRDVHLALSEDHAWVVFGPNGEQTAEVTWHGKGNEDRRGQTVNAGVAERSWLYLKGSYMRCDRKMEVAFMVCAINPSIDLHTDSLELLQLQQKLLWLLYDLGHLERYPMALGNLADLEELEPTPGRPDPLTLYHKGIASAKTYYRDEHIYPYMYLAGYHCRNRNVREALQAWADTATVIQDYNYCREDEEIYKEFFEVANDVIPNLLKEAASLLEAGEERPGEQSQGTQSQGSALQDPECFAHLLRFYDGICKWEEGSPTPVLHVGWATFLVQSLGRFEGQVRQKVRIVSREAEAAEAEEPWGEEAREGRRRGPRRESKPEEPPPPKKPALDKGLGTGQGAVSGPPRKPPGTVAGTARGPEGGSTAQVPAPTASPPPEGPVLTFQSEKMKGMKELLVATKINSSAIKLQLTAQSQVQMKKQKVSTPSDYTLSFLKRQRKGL
MBNL1 CUG block: MBNL1-poly(CUG) RNA binding inhibition | 0.036% of 280,000 active | Potency, µM (top dose mostly 57.5 µM), for inactives: at the top dose activity change, negative = inhibition, hits mostly inhibitors | Q9NR56 | TR-FRET MBNL1-His/biotin-(CUG)12 binding, 665/545 ratio; active = well fitted inhibition curve with a large enough effect in the signal ratio, with a control signal flat, not every such curve was filed as active; inconclusive = small, poorly fitted or top-dose-only effect, or effect the other way, or a change in a side signal; inactive = no such curve, though single readings can be large or run the other way; the % refers to the signal ratio; also: potency is read from the fitted curve at half-maximal effect; % is scaled to controls: 0 for no effect and ±100 for the full control effect
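MBNL1-His + Biotin-(CUG)12, cpd titration 92 nM–58 uM; Tb anti-His Ab 0.055 ng/ul, SA-XL665 5 nM (final); 60 min RT; ratiometric 665/545 nm, Ex 340 nm; normalized to buffer and full-complex controls.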
Mito fusion yeast: mitochondrial division inhibition or fusion activation | S. cerevisiae fusion-defective mutant growth rescue, CellTiterGlo 48 h | 0.23% of 320,000 active | Potency, µM (titrated, usually from 46.1 µM), without a hit: at the top dose growth rescue (activation), actives largely listed as activators | AID 485298;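 also: potency is read from the fitted curve at half-maximal effect; % of control where 0% means no effect; nearly all actives have a fitted effect of over 45% in size; temperature-sensitive fusion mutants such as fzo1-1 at 37 °C on non-fermentable ethanol glycerol medium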
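S. cerevisiae fusion-defective temperature-sensitive mutants (e.g. fzo1-1, mgm1-5) grown 48 h at 37C in YPEG (ethanol/glycerol non-fermentable) medium with 23 nl compound per well; growth rescue read as CellTiterGlo luminescence.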
* hit, by the source's call; i = inactive; ? = inconclusive; nt = not tested or not shown; [ ] = remark or other dose. Unless noted, calls follow the shape of the dose curve; as a rule, active = well fitted curve in the direction sought with a large enough effect; inconclusive = small, poorly fitted or top-dose-only effect, or another doubt; inactive = no such curve, though single readings can be large; an effect the other way counts as inactive or inconclusive. A portion of the library; the hit share may differ from the screen's.

The line under a structure holds: AT treatment	ASM inhibitor	TCR activator	TSG101-PTAP inh	MLL CXXC-DNA inh	TSHR antagonist	a7 integrin act	Menin-MLL TR inh	MBNL1 CUG block	Mito fusion yeast
[1] O=C(O)c1cc([N+](=O)[O-])cc([N+](=O)[O-])c1N1CCN(c2cccc(C(F)(F)F)c2)CC1
    17%	2%	-2%	0%	5%	-3	-1%	?	?	2%
[2] Cc1cc(=O)oc2cc(OC(C)C(=O)Nc3ccc(N4CCOCC4)cc3)ccc12 (stereo not drawn)
    -8%	2%	5%	-1%	-8%	-4	-8%	1%	-2%	1%
[3] CCCCCCC(C)n1[nH]c(=O)c2c(C)cc(=O)[nH]c21 (stereo not drawn)
    -10%	-10%	-13%	-6%	1%	4	13%	1%	-3%	-4%
[4] COc1ccc(C2CC(c3ccc(Cl)cc3Cl)n3nc(N)nc3N2)cc1 (stereo not drawn)
    2%	12%	-6%[46.1 µM]	-1%	-9%	13	-20%	-10%	-14%	1%
[5] O=C(Cc1ccc(-n2cccc2)cc1)NC1CCCCC1
    0%	0%	4%	-3%	-9%	-8	-27%	?	2%	0%
[6] CN(/C(=N\S(=O)(=O)c1ccccc1)c1ccccc1)c1ccc(O)cc1
    12%	-1%	9%	-1%	0%	-11	3%	18%	-22%	23%
[7] CCc1ccc(NC(=O)c2sc3nc4n(c(=O)c3c2C)CCC4)cc1
    -14%	-18%	0%	-2%	17%	29	?	nt	3%	6%
[8] CCOC(=O)N1CCN(C(=O)C2CCN(S(=O)(=O)c3c(C)cc(C)cc3C)CC2)CC1
    nt	3%	3%	-3%	-11%	12	-15%	-13%	-6%	-4%
[9] COc1cc(OC)nc(Oc2ccccc2C=O)n1
    nt	-1%	2%	-4%	nt	nt	14%	nt	nt	nt
[10] COc1c2ccccc2nc2ccccc12
    19%	i	7%	-1%	1%	9	-8%	6%	?	-3%
[11] CC(=O)N(C)c1ccc(OCC(O)Cn2c(C)nc3ccccc32)cc1 (stereo not drawn)
    4%	-2%	-1%	-6%	2%	-2	-12%	-12%	nt	3%
[12] COC(=O)c1sc2ncn(CC(=O)NCCc3ccc(OC)c(OC)c3)c(=O)c2c1C
    0%	0%	-2%	-9%	-4%	9	-27%	-9%	7%	0%
[13] CN1CCN(C(=O)c2ccc(CN3CCOCC3)cc2)CC1
    26%	0%	-2%	-3%	-8%	30	11%	0%	1%	0%
[14] COc1ccc(/C=C/C(=O)c2ccc(Cl)s2)cc1O
    6%	-6%	7%	-6%	-1%	-1	-66%[inhibitor]	16%	?	6%
[15] Cc1ccc(NC(=O)COC(=O)CN2C(=O)C3CCCCC3C2=O)cc1C (stereo not drawn)
    1%	1%	-1%	-13%	nt	7	?	nt	nt	-6%
[16] COCCNC(=O)CSCc1c(F)cccc1Cl
    -1%	3%	-1%	-13%	0%	-1	-10%	-17%	1%	-1%
[17] CCCN1C(=O)/C(=C/c2ccc(C)o2)SC1=Nc1ccc(OC)cc1
    0%	-24%	-28%	2%	3%	20	-7%	2%	9%	1%
[18] CN1CCCN(C(=O)c2ccc(Cl)cc2)CC1
    2%	-4%	nt	-4%	?	9	-18%	3%	8%	-2%
[19] CC(NC(=O)CCNC(=O)c1ccco1)c1ccccc1 (stereo not drawn)
    3%	6%	6%	-2%	nt	4	25%	nt	nt	-6%
[20] CCN(CC)S(=O)(=O)c1cccc(NC(=O)CCSc2ccc(Cl)cc2)c1
    2%	-17%	-9%[46.1 µM]	0%	2%	-40	-41%	23%	nt	11%
[21] O=S(=O)(Nc1cccc(Cl)c1)c1cccc(-n2cnnn2)c1
    13%	-2%	1%[46.1 µM]	0%	nt	2	-22%	nt	nt	nt
[22] Cc1ccc(-c2cc(C(=O)NC3=NCCS3)c3cc(Br)ccc3n2)o1
    15%	nt	nt	nt	-9%	8	nt	?	?	18%
[23] Fc1ccc(-c2nnc(-c3ccc(F)cc3)o2)cc1
    -11%	0%	-1%	-2%	18%	2	10%	7%	3%	0%
[24] Cc1cc(C)c2nc(C(F)(F)F)nc(NCCCN3CCOCC3)c2c1
    0%	-9%	1%	2%	15%	18	-40%	8%	12%	-6%
[25] CN(Cc1cccc(F)c1)C(=O)c1ccc(S(=O)(=O)N2CCOCC2)cc1
    -3%	0%	-2%	-3%	nt	1	2%	nt	nt	-2%
[26] COc1ccc(CNC(=O)COc2cc3c(c4oc(=O)cc(C)c24)CCC(C)(C)O3)cc1OC
    -9%	8%	4%	-2%	-3%	-5	-10%	-6%	-11%	3%
[27] COc1ccc(NS(=O)(=O)c2cccc(C(=O)NNC(=O)c3cccn3C)c2)cc1
    1%	-4%	10%	-4%	12%	-6	-18%	nt	0%	2%
[28] Cc1cccc(C)c1NC(=O)CSc1nnc(-c2cnccn2)n1C
    13%	1%	-1%	-6%	12%	7	9%	nt	1%	-3%
[29] O=c1[nH]ncc2c3ccccc3n(Cc3cccc(Cl)c3)c12
    0%	32µM*	-11%	?	?	-1	6%	-15%	48%[activator]	13%
[30] COc1ccc(NC(=S)N2CCC(C(=O)c3ccc(C)cc3)CC2)c(OC)c1
    -1%[11.5 µM]	-3%	-4%	-6%	-2%	-2	-2%	-15%	4%	0%

Next entries.
| item | SMILES | AT treatment | ASM inhibitor | TCR activator | TSG101-PTAP inh | MLL CXXC-DNA inh | TSHR antagonist | a7 integrin act | Menin-MLL TR inh | MBNL1 CUG block | Mito fusion yeast |
| --- | --- | --- | --- | --- | --- | --- | --- | --- | --- | --- | --- |
| 31 | O=C(O)CCC(=O)Nc1ccc(Sc2ccc([N+](=O)[O-])cc2)cc1 | 0% | 3% | -8%[46.1 µM] | 0% | 5% | 6 | 0% | 6% | nt | -3% |
| 32 | COc1ccccc1OCCCC(=O)Nc1ccc2c(c1)OCCO2 | -6% | 1% | -4% | 0% | -23% | 18 | ? | nt | -3% | -3% |
| 33 | CN(Cc1ccccc1)c1ccc(C(CC(N)=O)NC(=O)Cc2ccc(Br)cc2)cc1[N+](=O)[O-] (stereo not drawn) | -23% | -5% | -1% | -1% | -6% | 6 | -2% | nt | 3% | 1% |
| 34 | O=C(NC1CCCCC1)N1CCN(S(=O)(=O)c2ccc(F)cc2)CC1 | -1% | 6% | 2% | 6% | -9% | 2 | 20% | -4% | 5% | -2% |
| 35 | Clc1ccc(-c2csc3ncnc(NCCN4CCOCC4)c23)cc1 | -3% | -1% | 1% | -5% | 0% | -13 | 14% | -4% | 5% | -6% |
| 36 | CCN(CC(=O)NCc1ccc(F)cc1)C(=O)C1CC1C (stereo not drawn) | 0% | -5% | -4% | 0% | 5% | 9 | 0% | -14% | -3% | -9% |

Single records, as listed above. Values in the order: AT treatment | ASM inhibitor | TCR activator | TSG101-PTAP inh | MLL CXXC-DNA inh | TSHR antagonist | a7 integrin act | Menin-MLL TR inh | MBNL1 CUG block | Mito fusion yeast
O=C(O)CCC(=O)Nc1ccc(Sc2ccc([N+](=O)[O-])cc2)cc1 reads 0% | 3% | -8%[46.1 µM] | 0% | 5% | 6 | 0% | 6% | nt | -3%
CCN(CC(=O)NCc1ccc(F)cc1)C(=O)C1CC1C (stereo not drawn) reads 0% | -5% | -4% | 0% | 5% | 9 | 0% | -14% | -3% | -9%
O=C(NC1CCCCC1)N1CCN(S(=O)(=O)c2ccc(F)cc2)CC1 reads -1% | 6% | 2% | 6% | -9% | 2 | 20% | -4% | 5% | -2%
CN(Cc1ccccc1)c1ccc(C(CC(N)=O)NC(=O)Cc2ccc(Br)cc2)cc1[N+](=O)[O-] (stereo not drawn) reads -23% | -5% | -1% | -1% | -6% | 6 | -2% | nt | 3% | 1%
Clc1ccc(-c2csc3ncnc(NCCN4CCOCC4)c23)cc1 reads -3% | -1% | 1% | -5% | 0% | -13 | 14% | -4% | 5% | -6%

High-throughput results from PubChem.
